CHO parental Ca = counter-screen: ATP calcium response change in parental CHO cells; parental CHO-K1, ATP-induced calcium, Fluo-8 fluorescence; inhibition, % at 5.6 µM; 0.63% of 330,000 active; AID 463079;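 active = inhibition above that plate's mean sample inhibition plus 3 SD, cut at about 26% in these data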;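 also: 0% = ATP-challenged DMSO wells and 100% = DMSO wells without ATP; some compounds past the cut are filed as inactive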
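Assay system: untransfected parental CHO cell line. Also added: ATP agonist challenge. Dosing: one dose, 5.6 µM nominal. Measured by: Fluo-8 fluorescence. Read-out: % inhibition. Benchmarks: ATP wells versus no-ATP DMSO wells. Repeats: no replicates.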
CHRM1 antagonist = human CHRM1 antagonism | CHO-K1 hM1, Fluo-8 calcium fluorescence, ACh EC80 antagonist | P11229 | AID 588852 | 1.3% of 360,000 active | inhibition, % at 3 µM;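 active = percent inhibition above its own plate's cutoff, namely the mean of that plate's compound wells plus 3 SD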;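 also: peak over basal fluorescence ratio during 140 s after agonist addition; 0% = ACh EC80 plus DMSO and 100% = DMSO alone without agonist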
Target sequence (P11229 whole entry, looked up): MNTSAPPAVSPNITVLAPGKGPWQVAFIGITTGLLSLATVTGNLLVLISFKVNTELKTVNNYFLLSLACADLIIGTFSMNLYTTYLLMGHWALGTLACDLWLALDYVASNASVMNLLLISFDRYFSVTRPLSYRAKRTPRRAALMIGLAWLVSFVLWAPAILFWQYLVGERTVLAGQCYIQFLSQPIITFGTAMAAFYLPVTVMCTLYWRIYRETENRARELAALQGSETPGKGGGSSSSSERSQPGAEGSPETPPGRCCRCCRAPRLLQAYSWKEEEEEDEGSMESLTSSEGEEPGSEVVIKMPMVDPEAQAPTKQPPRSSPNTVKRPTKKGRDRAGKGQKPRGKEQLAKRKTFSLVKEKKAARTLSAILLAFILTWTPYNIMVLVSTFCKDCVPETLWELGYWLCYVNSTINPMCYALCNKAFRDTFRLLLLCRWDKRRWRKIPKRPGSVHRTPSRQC
CHO-K1 Ca antag = counter-screen for M1 antagonists: effect in parental CHO-K1 cells; ATP-induced calcium, Fluo-8 fluorescence; inhibition, % at 3 µM; 0.6% of 360,000 active; AID 602250;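 active = inhibition above a per-plate cutoff, the plate's mean sample inhibition plus 3 SD, cut at about 24% in these data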;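 also: 0% = DMSO plus EC80 ATP and 100% = DMSO alone without ATP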
M1 ag parental = counter-screen for M1 agonists: effect in parental CHO-K1 cells; Fluo-8 calcium fluorescence; scaled to maximal ATP response, vehicle zero; activation, % at 3 µM; 0.48% of 360,000 active; AID 602248; in the data active = activation above about 15%;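 also: untransfected CHO-K1 host cells lacking M1 receptor as counterscreen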
TAAR1 antag = antagonists of human TAAR1. CHO RD-HGA16 TAAR1, Fluo-8 calcium fluorescence, antagonist. inhibition, % at 3 µM. 1.5% of 360,000 active. AID 624466;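 active = inhibition above a per-plate cutoff, the mean inhibition of test compounds on that plate plus 3 SD, cut at about 49% in these data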;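 also: 0% = DMSO plus EC80 beta-PEA response and 100% = DMSO alone without agonist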
Target sequence (Q96RJ0 whole entry, looked up): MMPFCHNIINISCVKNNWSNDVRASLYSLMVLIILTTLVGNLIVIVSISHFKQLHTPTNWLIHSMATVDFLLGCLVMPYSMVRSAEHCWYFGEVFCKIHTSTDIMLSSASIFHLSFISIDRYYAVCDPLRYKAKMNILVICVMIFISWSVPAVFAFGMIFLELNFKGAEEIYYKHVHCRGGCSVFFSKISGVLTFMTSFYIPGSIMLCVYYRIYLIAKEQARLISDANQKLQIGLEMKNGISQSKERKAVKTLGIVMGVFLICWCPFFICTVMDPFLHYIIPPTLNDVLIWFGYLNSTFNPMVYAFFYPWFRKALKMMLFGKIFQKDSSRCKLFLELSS
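Test system: RD-HGA16 CHO cells with stable hTAAR1 and Gα16 / Probe or stimulus: EC80 β-phenethylamine stimulus / Times: seeding 17-24 h prior, 75-min 37 °C, 30-min RT dye loading / Detection: Fluo-8 calcium-sensitive fluorescence / Read-out basis: % inhibition scaled between DMSO and EC80 PEA controls / Repeats: singlicate, one well per test compound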
CHO-K1 Ca PAM = counter-screen for M1 PAMs: effect in parental CHO-K1 cells; ATP EC20, Fluo-8 calcium fluorescence; 0% at ATP EC20, 100% at ATP max; activation, % at 3 µM; 0.02% of 360,000 active; AID 602247;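 active = activation above the run cutoff, the mean activation of all test compounds plus 3 SD, cut at about 40% in these data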;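 also: peak over basal fluorescence ratio in a 140 s read after ATP addition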
CHRM1 PAM = human CHRM1 positive allosteric modulation. P11229. CHO-K1 hM1, Fluo-8 calcium fluorescence, ACh EC20; 0% = ACh EC20, 100% = maximal ACh. activation, % at 3 µM. 0.088% of 360,000 active. AID 588819; in the data active = activation above about 19%, passing the limit was not always enough
CHRM1 agonist = agonists of human M1 muscarinic receptor | activation, % at 3 µM | 0.33% of 360,000 active | CHO-K1 hM1, Fluo-8 calcium fluorescence, agonist mode; 0% DMSO, 100% acetylcholine EC100 | AID 588814 | P11229;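 active = activation above the run's mean compound activation plus 3 SD, cut at about 16% in these data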;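 also: peak over basal fluorescence ratio within a 140 s kinetic read after compound addition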
TAAR1 ag = human TAAR1 agonism; Q96RJ0; activation, % at 3 µM; 0.99% of 360,000 active; CHO RD-HGA16 TAAR1, Fluo-8 calcium fluorescence; vehicle wells 0%, saturating PEA agonist 100%;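 active = activation above the mean activation of all test compounds in the run plus 3 SD, cut at about 38% in these data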
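test system = CHO RD-HGA16 cells carrying human TAAR1 plus Gα16 | schedule = 17-24 h seeding, 75 min 37 °C dye, 30 min RT | compound dosing = 3 µM single concentration | control set = DMSO and PEA EC100 | replicates = n 1 | signal = Fluo-8 fluorescence, 5 s baseline then 140 s kinetic read | measure = percent activation vs PEA EC100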
Starred values were filed as active, the others as inactive; x = no result given.

SMILES	CHO parental Ca	CHRM1 antagonist	CHO-K1 Ca antag	M1 ag parental	TAAR1 antag	CHO-K1 Ca PAM	CHRM1 PAM	CHRM1 agonist	TAAR1 ag
O=[N+]([O-])c1ccc(Cl)c2c1C1C=CCC1C(c1ccccn1)N2 (stereo unspecified)	-9	-2	-4	0.4	7	17	5	-9	-2
O=C(CN1C(=O)NC2(CCCc3ccccc32)C1=O)c1ccc(F)cc1 (stereo unspecified)	-9	-16	-15	2.3	33	-8	25	4	4
CN1CCc2nc3sc(C(=O)C45CC6CC(CC(C6)C4)C5)c(N)c3cc2C1	-10	-12	7	-0.7	-4	3	8	-2	12
CCc1noc(C)c1C(=O)NCCN1C(=O)S/C(=C\c2ccccc2F)C1=O	x	17	4	12	11	-16	-18	3	11
Cc1cccc(N(CC(=O)N2CCCC2)S(=O)(=O)c2ccccc2)c1	-9	-4	7	0.2	-7	9	3	-7	9
COc1ccccc1NC(=O)N1CCC(c2nnc(SCC(N)=O)n2C)CC1	-8	-7	-9	1.0	1	18	5	-3	3
CC(=O)Nc1ccc(OCCOc2ccc(/C=C3\C(=N)N4N=C(C(C)C)SC4=NC3=O)cc2)cc1	-3	-1	-12	3.5	-2	4	6	-3	3
O=C(CN1CCC(NC(=O)C2CC2)CC1)Nc1cccc(F)c1	-11	-9	-21	1.5	0	18	5	-3	0
CC12CC(NC(=O)N1c1cccc(C(=O)N3CCN(c4ccccn4)CC3)c1)c1ccccc1O2 (stereo unspecified)	-20	4	4	1.6	16	1	-7	-4	11
Cc1[nH]c2ccccc2c1C(=O)/C=C\c1ccccc1Cl	-13	2	-4	2.5	2	19	5	-10	24

Next part; it opens with the 3 that closed the last part.
SMILES	CHO parental Ca	CHRM1 antagonist	CHO-K1 Ca antag	M1 ag parental	TAAR1 antag	CHO-K1 Ca PAM	CHRM1 PAM	CHRM1 agonist	TAAR1 ag
O=C(CN1CCC(NC(=O)C2CC2)CC1)Nc1cccc(F)c1	-11	-9	-21	1.5	0	18	5	-3	0
CC12CC(NC(=O)N1c1cccc(C(=O)N3CCN(c4ccccn4)CC3)c1)c1ccccc1O2 (stereo unspecified)	-20	4	4	1.6	16	1	-7	-4	11
Cc1[nH]c2ccccc2c1C(=O)/C=C\c1ccccc1Cl	-13	2	-4	2.5	2	19	5	-10	24
CC(C)(C)Cn1c(=O)[nH]c(=O)c2cc([N+](=O)[O-])cnc21	2	-2	7	0.8	4	-8	-2	-6	2
O=C(OCC(=O)c1ccc[nH]1)c1ccc(Cl)nc1	-8	-3	-2	0.9	-7	2	4	-1	1
N#Cc1ccccc1Cn1cc(C#N)c2ccccc21	-14	-4	13	0.2	3	-6	5	-3	6
CCCc1c(C(=O)N/N=C/c2ccc(OCc3ccc(F)cc3)cc2)nnn1-c1nonc1N	x	-3	-4	0.4	9	2	2	-2	2
COc1ccc(OCC(=O)Nc2c3c(nn2C(C)(C)C)CS(=O)(=O)C3)cc1	3	13	2	0.1	-12	11	2	-1	1
O=C(O)C(=O)/C(=C\c1ccsc1)c1ccc2ccccc2n1	-19	-4	-18	-0.4	1	-12	2	-13	6
CC(=O)NC(Cc1ccc(F)cc1)C(=O)O (stereo unspecified)	0	-16	-7	-0.1	-6	12	9	-1	2
S=C1NCN(Cc2ccccc2)CN1	-12	7	4	3.1	-21	-4	-2	0	0
CCCc1nc2sc(C(=O)OCC)c(N)c2c2c1COC(C)(C)C2	-2	4	-6	10	-1	19	3	-3	10
CC(C)N1CCc2c(sc(NC(=O)CCc3ccccc3)c2C(N)=O)C1	4	-13	-15	0.6	-6	21	8	-6	7
Cc1ccc(CN2CCC[C@]3(N[C@H](c4ccc(C)cc4)[C@@H]4C(=O)N(C)C(=O)[C@@H]43)C2=O)cc1	x	-18	-9	-0.6	-12	11	5	-2	1
Fc1ccc(C2=Nn3c(Cc4ccccc4)nnc3SC2)cc1	-13	1	0	0.6	-3	-3	5	-2	6
CCOc1ccc(NC(=O)COC(=O)C2C3CC4OC(=O)C2C4C3)cc1 (stereo unspecified)	2	-8	-9	0.3	-3	-3	6	-6	-1
Cc1ccc(NC(=O)c2cc(NC(=O)c3ccco3)ccc2N2CCOCC2)cc1Cl	1	-28	-12	1.5	48	22	2	-5	6
COc1ccc(S(=O)(=O)N2CCN(CC(=O)NC3CCCC3)CC2)cc1	-11	-11	-9	-0.1	0	0	12	-3	-1
Cc1cc(C)cc(N(CC(=O)NCCSCc2ccco2)S(C)(=O)=O)c1	-28	1	0	0.4	2	13	6	-5	1
O=C(O)c1cc([N+](=O)[O-])c(Nc2cccc3ccccc23)c([N+](=O)[O-])c1	-6	-15	-3	-0.2	-6	8	6	-8	-1
O=C(CN1CCN(C(=O)c2ccco2)CC1)Nc1ccc(Cl)c(C(F)(F)F)c1	-5	1	-16	9.3	7	17	5	2	21
Cc1c(C)c2c(OCC(=O)N[C@@H](Cc3ccccc3)C(=O)O)cc3c(c2oc1=O)CCC(C)(C)O3	8	-13	2	-0.8	5	-1	12	1	0
CCCCC1Cc2[nH]c(=S)[nH]c(=O)c2C(c2ccc(F)cc2)O1 (stereo unspecified)	x	-34	-5	0.0	-20	-4	7	-2	1

Single records, from the list above. Order of values: CHO parental Ca, CHRM1 antagonist, CHO-K1 Ca antag, M1 ag parental, TAAR1 antag, CHO-K1 Ca PAM, CHRM1 PAM, CHRM1 agonist, TAAR1 ag
O=C(CN1CCN(C(=O)c2ccco2)CC1)Nc1ccc(Cl)c(C(F)(F)F)c1 is entered as -5, 1, -16, 9.3, 7, 17, 5, 2, 21
Cc1ccc(CN2CCC[C@]3(N[C@H](c4ccc(C)cc4)[C@@H]4C(=O)N(C)C(=O)[C@@H]43)C2=O)cc1 is entered as x, -18, -9, -0.6, -12, 11, 5, -2, 1

Continued:
SMILES	CHO parental Ca	CHRM1 antagonist	CHO-K1 Ca antag	M1 ag parental	TAAR1 antag	CHO-K1 Ca PAM	CHRM1 PAM	CHRM1 agonist	TAAR1 ag
O=C(O)c1cc(N/N=C/c2ccc(N3CCOCC3)cc2)ccc1Cl	0	-3	2	0.1	-15	-7	14	3	0
O=C(CSc1nnc(-c2ccco2)n1Cc1ccccc1)NC(=O)NCc1ccco1	-5	1	-8	1.7	-28	-4	-1	-4	7
Cc1cc(C)n(Cc2cccc(F)c2)c(=O)c1C#N	-11	0	-17	0.8	x	22	2	-9	x
CCN(CC)S(=O)(=O)c1ccc(SCC(=O)c2c(N)n(C3CC3)c(=O)[nH]c2=O)nc1	x	-5	-2	1.4	0	10	5	-4	2
CN1CCN(C(=O)/C(=C/c2cn(S(=O)(=O)N(C)C)c3ccccc23)NC(=O)c2ccccc2F)CC1	-28	0	-17	2.8	10	15	2	-10	5
O=C(CC1S/C(=N/N=C/c2c[nH]c3ccc(OCc4ccccc4)cc23)NC1=O)Nc1ccccc1 (stereo unspecified)	7	5	4	-0.3	-1	4	1	-2	6
C/C(=N/NC(=O)C(C)n1nc(C)c([N+](=O)[O-])c1C)c1ccc(OCC(N)=O)cc1 (stereo unspecified)	-21	10	-12	2.0	16	-8	-4	-2	5
Cc1nc(S(=O)(=O)Nc2ccccc2C(=O)NCC2CC2)cn1C	-17	2	-7	-0.1	-26	-3	0	-2	6
CC1(C(=O)NS(=O)(=O)c2ccccc2)CCN1C(=O)CC1CCCC1 (stereo unspecified)	x	-10	-4	0.7	-24	-6	6	-2	1
COc1c(-c2ccc(O)c(O)c2)oc2cc(O)cc(O)c2c1=O	3	11	15	2.6	-50	7	0	0	0
CC(/C=N/NC(=O)c1cccc([N+](=O)[O-])c1)=C\c1ccccc1	-5	8	6	0.0	7	-7	-2	-3	5
CCN1CCN(Cc2c(C)[nH]c3ccc(OC)cc3c2=O)CC1	-3	-11	-10	-0.1	-9	11	7	-3	1
CCOC(=O)N1CCC2(CC1)C(C#N)=C(N)OC1=C2C(=O)CCC1	6	-30	6	12	-15	12	9	0	-2
COc1ccc(N2C(=O)CC(SCC(=O)O)C2=O)cc1 (stereo unspecified)	-5	-15	1	-0.1	-13	11	10	-5	4
CCC(=O)NC(c1cccs1)c1ccc2cccnc2c1O (stereo unspecified)	-1	-11	-14	1.2	-7	11	5	-7	4
COc1ccc(-n2nnnc2SCC(=O)Nc2ccccc2N2CCOCC2)cc1OC	-18	-7	-2	0.4	2	16	7	-5	7
CC(=O)Nc1cc(C(=O)N2CCc3ccccc3C2)ccc1Sc1ccc(C)cc1	-24	-1	7	2.3	9	-8	-12	-6	0
O=C(O)C1C2C=CC(C2)C1C(=O)NC1CCN(Cc2ccccc2)CC1 (stereo unspecified)	1	3	9	-0.2	0	-6	-5	-6	8
CC1=C(C(N)=O)C(c2cccnc2)n2nc(-c3cccc(Cl)c3)nc2N1 (stereo unspecified)	2	-12	-9	0.2	-1	15	7	-1	1
O=C(c1ccc(Cl)cc1)C1CCCN(Cc2ccc(Oc3ncccn3)cc2)C1 (stereo unspecified)	-21	62*	-1	1.4	-21	-7	-23	-5	-1
O=C(ONC1=NCCCCC1)c1ccc(Cl)cc1	-16	-1	-9	0.5	-11	13	3	-4	9
Cc1cccc(C(=O)Nc2cc(OCc3cccc(F)c3)c(Cl)cc2Cl)c1	-15	-3	12	-0.1	-33	-5	-3	-5	5
NS(=O)(=O)c1cccc(NC(=O)c2cccs2)c1	-8	-20	-16	0.2	-4	16	15	-2	-1
O=C(/C=C/c1ccccc1)N/C(=C/c1ccccc1)C(=O)Nc1cccc(C(=O)O)c1	-6	-9	-10	1.5	4	29	15	-7	2
CCCSc1nc(C)cc(C)c1S(=O)(=O)c1ccccc1C	28	-21	-1	-0.1	30	8	-2	-6	16
F[B-](F)(F)c1cnc2ccccc2c1	x	-3	-3	0.4	-4	15	3	-2	3
Cc1cc(NC(=O)C2C3C=CC(C3)C2C(=O)O)no1 (stereo unspecified)	7	-11	-9	0.1	7	19	8	-4	4
COc1ccc2cc(C(=O)CS(=O)(=O)c3ccccc3)c(=O)oc2c1	-10	2	-10	1.5	-20	24	1	0	5
O=C(CN1C(=O)C2C3C=CC(C3)C2C1=O)NCC1COc2ccccc2O1 (stereo unspecified)	-12	-34	2	0.0	6	8	20*	7	6
C/C(Nc1ccc(Cl)c(Cl)c1)=C1/CCOC1=O	x	-7	-2	1.7	-4	3	3	-1	1
O=C(COC(=O)c1cc(=O)c2ccccc2o1)Nc1c(F)c(F)c(F)c(F)c1F	x	-20	-4	0.9	4	12	16	0	0
CCOc1ccc(NC(=O)CCCn2c(=S)[nH]c3ccsc3c2=O)cc1	-19	-6	-16	0.1	-6	-8	2	-3	0
O=C(O)c1c(-n2cccc2)sc2c1CCCC2	10	3	9	0.3	8	-11	-2	-6	3
CC1S/C(=N/N=C2CCC(C(C)(C)C)CC2)NC1=O (stereo unspecified)	-4	-7	-12	1.3	2	21	4	-3	0
O=c1cc(-c2ccccc2Cl)oc2c(NS(=O)(=O)c3cccc4nsnc34)ccc(O)c12	-21	-6	-8	0.1	24	11	9	-6	2
O=C(COC(=O)c1ccc(O)cc1)Nc1cc(S(=O)(=O)N2CCCCCC2)ccc1Cl	x	-3	0	4.4	62*	1	-7	1	13

Compound activity as filed in PubChem BioAssay.
